Screening results (PubChem BioAssay)
PAFAH2 inh = PAFAH2 enzyme inhibitors, primary screen, biochemical, fluorescence polarization, human; Platelet-activating factor acetylhydrolase 2, cytoplasmic (Homo sapiens), Q99487; recombinant PAFAH2, FP-rhodamine activity probe; inhibition, % at 3.39 µM; 340,000 compounds, 0.99% hits;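 active means inhibition above the mean over all tested compounds plus 3 SD, cut at about 30% in these data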;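 further: inhibitors block probe labeling of enzyme so polarization drops; 0% = enzyme with DMSO and 100% = wells lacking PAFAH2 protein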
PAD4 inh = human PAD4 inhibitors, primary screen, biochemical, fluorescence polarization, 1536-well format | recombinant PAD4, RCA probe fluorescence polarization | AID 485272, 2010 | 330,000 compounds, 0.41% hits | Protein-arginine deiminase type-4 (Homo sapiens), Q9UM07 | inhibition, % at 6.36 µM;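 active means percent inhibition above a cutoff equal to the mean of all tested compounds plus 3 SD, cut at about 15% in these data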;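 further: 0% = PAD4 with RCA probe and DMSO and 100% = probe without PAD4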
GSTO1 counter = inhibitors of recombinant GSTO1, primary screen, counter-screen for RBBP9 inhibitor project, biochemical, fluorescence polarization; Glutathione S-transferase omega-1 (Homo sapiens), P78417; inhibition, % at 5.96 µM; AID 1974, 2009; activity-based probe fluorescence polarization; 300,000 compounds, 1.1% hits;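 active means inhibition above the campaign mean inhibition plus 3 SD, cut at about 35% in these data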;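 further: 0% = GSTO1-1 with DMSO and 100% = wells lacking GSTO1-1 enzyme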
PAFAH1B3 inh = PAFAH1B3 enzyme inhibitors, primary screen, biochemical, fluorescence polarization, human. recombinant PAFAH1B3, FP-rhodamine probe. inhibition, % at 3.39 µM. 340,000 compounds, 0.28% hits. AID 492972, 2010. Platelet-activating factor acetylhydrolase IB subunit alpha1 (Homo sapiens), Q15102;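 active means inhibition above the screen-wide average of all tested compounds plus 3 SD, cut at about 25% in these data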;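 further: 0% = enzyme with DMSO only and 100% = wells lacking PAFAH1B3 protein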
Target sequence (Q15102 whole entry, looked up): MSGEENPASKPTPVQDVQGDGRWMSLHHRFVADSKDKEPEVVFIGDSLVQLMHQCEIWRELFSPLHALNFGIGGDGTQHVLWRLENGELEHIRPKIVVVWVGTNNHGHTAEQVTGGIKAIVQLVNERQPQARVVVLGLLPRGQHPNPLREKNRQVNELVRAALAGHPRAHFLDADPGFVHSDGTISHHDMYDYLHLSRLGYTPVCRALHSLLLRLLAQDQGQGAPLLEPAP
LYPLA2 counter = LYPLA2 inhibitors, primary screen, counter-screen for PME1 inhibitor project, biochemical, fluorescence polarization, FP-Rh probe ABPP; Acyl-protein thioesterase 2 (Homo sapiens), O95372; recombinant LYPLA2; inhibition, % at 5.9 µM; 320,000 compounds, 0.38% hits;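 active means inhibition above the screen-wide mean plus 3 SD, limit set per campaign, cut at about 26% in these data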;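 further: 0% = LYPLA2 with DMSO and 100% = wells lacking LYPLA2 enzyme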
Target sequence (O95372 whole entry, looked up): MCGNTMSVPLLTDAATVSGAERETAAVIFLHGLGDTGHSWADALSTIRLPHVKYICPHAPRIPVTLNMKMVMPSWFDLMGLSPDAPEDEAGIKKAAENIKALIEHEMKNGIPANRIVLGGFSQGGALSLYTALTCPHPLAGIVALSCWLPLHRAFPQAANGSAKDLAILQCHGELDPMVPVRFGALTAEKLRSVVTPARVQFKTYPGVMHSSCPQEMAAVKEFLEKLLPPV
PREPL inh = PREPL enzyme inhibitors, primary screen, biochemical, fluorescence polarization | Prolyl endopeptidase-like (Homo sapiens), Q4J6C6 | recombinant PREPL, fluorescence polarization activity-based probe | inhibition, % at 5.96 µM | 320,000 compounds, 0.68% hits | AID 2751, 2010; in the data active means inhibition above about 43%;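 further: 0% = enzyme with DMSO and 100% = wells lacking enzyme; many of its hits are not listed in these tables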
LYPLA1 inh = LYPLA1 inhibitors, primary screen, counter-screen for PME1 inhibitor project, biochemical, fluorescence polarization, FP-Rh probe ABPP. Acyl-protein thioesterase 1 (Homo sapiens), O75608. recombinant LYPLA1. inhibition, % at 5.9 µM. 320,000 compounds, 0.16% hits. AID 2174, 2009;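 active means inhibition above the mean of all tested compounds plus 3 SD, set per campaign, cut at about 14% in these data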;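 further: inhibitors block serine hydrolase probe labeling of LYPLA1 so polarization falls; 0% = enzyme with DMSO and 100% = wells lacking LYPLA1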
Target sequence (O75608 whole entry, looked up): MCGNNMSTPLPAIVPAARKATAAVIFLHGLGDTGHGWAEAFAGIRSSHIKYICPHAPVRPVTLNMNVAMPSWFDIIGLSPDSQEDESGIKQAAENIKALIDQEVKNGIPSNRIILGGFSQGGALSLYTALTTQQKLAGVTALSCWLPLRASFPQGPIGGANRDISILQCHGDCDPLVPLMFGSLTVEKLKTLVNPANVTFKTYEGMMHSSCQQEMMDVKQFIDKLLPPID
EBNA-1 inh = EBNA-1 DNA-binding inhibitors, primary screen, biochemical, fluorescence polarization; inhibition, % at 14.8 µM; 300,000 compounds, 0.34% hits; in the data active means inhibition above about 28%
ZTA DNA inh = blocks Epstein-Barr virus ZTA, an EBNA-1 counter-screen; AID 2234; inhibition, % at 11 µM; 320,000 compounds, 0.15% hits; ZTA-DNA binding, fluorescence polarization; in the data active means inhibition above about 33%
Target sequence (P03206 whole entry, looked up): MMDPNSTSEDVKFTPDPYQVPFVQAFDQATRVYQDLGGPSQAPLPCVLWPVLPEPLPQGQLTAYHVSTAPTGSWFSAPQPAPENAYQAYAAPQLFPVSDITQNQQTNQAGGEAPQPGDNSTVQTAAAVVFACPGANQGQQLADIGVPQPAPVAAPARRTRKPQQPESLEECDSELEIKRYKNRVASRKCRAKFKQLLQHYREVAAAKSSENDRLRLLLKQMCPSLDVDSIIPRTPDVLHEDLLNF
* = called active by the depositor; . = no result given. The list is partial. The share of hits here may be higher or lower than overall.

item	SMILES	PAFAH2 inh	PAD4 inh	GSTO1 counter	PAFAH1B3 inh	LYPLA2 counter
1	c1coc(-c2nn3c(Cn4nnc5ccccc54)nnc3s2)c1	1	-1	-2	5	3
2	O=C(NCCCCO)c1ccc2c3c(cccc13)CC2	2	-1	-3	-1	9
3	CCCC12CN3CCN(CC(C3)/C1=N\NC(=O)c1ccccc1N)C2	-2	5	7	3	2
4	CC(=O)N1CCN(Cc2nc3cc(NC(=O)Cn4nc(C)c5ccccc5c4=O)ccc3n2C)CC1	-1	1	2	6	6
5	COC(=O)c1sc(NC(=O)COc2c(C)cccc2C)nc1C	-1	-2	3	3	-1
6	Cn1c(N)c(C(=O)COC(=O)c2ccc(Br)o2)c(=O)n(C)c1=O	-6	1	-5	9	5
7	CCOCCCn1c(=S)[nH]c2cc(C(=O)NC3CCCCC3C)ccc2c1=O (stereo not drawn)	3	9	-6	-1	-3
8	CC1CCN(C(=O)COc2ccc(S(=O)(=O)N3CCCC3)cc2)CC1	-1	0	12	13	3
9	Cc1cnc(C(=O)OCC(=O)N(C)CC(=O)Nc2ccccc2Cl)cn1	3	-2	2	7	7
10	C/C=C\C=C/C(=O)Nc1cccc(C2=NOC3(C2)C[C@@H](C(N)=O)N(C(=O)/C=C/C=C\C)C3)c1 (stereo partly drawn)	-20	-12	-6	-18	-23
11	COc1cc(NS(=O)(=O)c2ccc(C)cc2C)cc(OC)c1OC	3	4	-1	12	3
12	OC(CN1C2=NCCN2c2ccccc21)c1ccccc1 (stereo not drawn)	-9	2	-2	4	2
13	Cc1ccc(C(=O)NCc2cccnc2)cc1S(=O)(=O)Nc1ccccc1	13	-2	2	-7	-2
14	CC[C@H](C)[C@@H](C(=O)N1CCNCC1)n1cc([C@@H](N)Cc2ccc(O)cc2)nn1	-1	1	-1	6	-9
15	COC(=O)c1ccc(-c2ccco2)n1Cc1cc(C)ccc1C	-12	-8	0	1	3

item	PREPL inh	LYPLA1 inh	EBNA-1 inh	ZTA DNA inh
1	-14	-2	4	-8
2	-8	-5	0	6
3	7	-1	3	-16
4	7	1	-1	16
5	-7	1	4	0
6	3	1	-2	13
7	16	-5	-10	3
8	-4	-1	-2	7
9	10	0	3	9
10	-11	-13	1	4
11	-6	2	3	14
12	13	2	-10	-18
13	7	-1	6	-19
14	1	2	4	-1
15	10	-1	-7	-11

Remaining list, next part
item	SMILES	PAFAH2 inh	PAD4 inh	GSTO1 counter	PAFAH1B3 inh	LYPLA2 counter
16	Cc1cccc(C(=O)N[C@H](C(=O)Nc2ccc(C)c(S(=O)(=O)N(C)C)c2)C(C)C)c1	2	-5	6	3	-1
17	Cc1ccc(N2CCN(CCCN3C(=O)C4CCCN4C3=O)CC2)cc1 (stereo not drawn)	1	1	1	-4	6
18	COc1ccc(NC(=O)/C=C/c2ccc3c(c2)OCO3)cc1	-4	0	-1	4	2
19	COc1ccc(-c2csc(/N=C/N(C)C)n2)cc1OC	8	0	0	11	15
20	Cc1nc(SCc2nc3ccc([N+](=O)[O-])cc3[nH]2)c2oc3ccccc3c2n1	6	1	.	-4	.
21	C=CCn1c(SCC(=O)Nc2ccc(NC(=O)c3ccco3)c(OC)c2)nnc1-c1ccncc1	-3	-2	4	3	-5
22	CC(=O)OC[C@]1(OC(C)=O)C[C@@]23CC[C@H]4[C@@](C)(CCC[C@@]4(C)C(=O)O)[C@@H]2CC[C@@H]1C3	-1	3	-3	1	4
23	Cc1c(C(=O)OCC(C)C)[nH]c2c1C(=O)CC(c1ccco1)C2 (stereo not drawn)	8	1	7	4	-7
24	CCN(CC)c1ccc(/C=N/NC(=O)c2c(Cl)cnn2C)c(O)c1	13	-1	1	11	3
25	O=C(CSc1c2c(nc3cc(Cl)ccc13)CCCC2)NCCN1CCOCC1	-2	6	-58	3	1
26	Cc1ccc(NC(=O)COC(=O)Cc2ccsc2)cc1S(=O)(=O)N(C)C	9	2	7	3	6
27	OCCN(Cc1ccccc1)C(=S)NC1CCCCC1	3	2	2	-4	-4
28	O=C(NCC1CCCCC1)C1CCCN(C(=O)NC2CCCCC2)C1 (stereo not drawn)	-4	-6	0	4	-4
29	CCc1cc2c3c(c1)C1(C(=O)N3C(C)(C)C=C2C)C(C#N)=C(N)Oc2[nH]c(=O)[nH]c(=O)c21 (stereo not drawn)	0	-5	17	1	-1
30	CCN1CCN(c2cc(C)nc(-c3ccccc3O)n2)CC1	-4	-5	1	2	5

item	PREPL inh	LYPLA1 inh	EBNA-1 inh	ZTA DNA inh
16	8	-2	0	4
17	5	6	12	10
18	7	-1	8	2
19	4	2	3	9
20	11	.	.	.
21	22	-1	6	-11
22	-6	-4	-3	4
23	-1	-4	4	14
24	7	-2	2	-2
25	3	0	-7	-1
26	8	1	-1	0
27	-4	1	-1	-21
28	-2	-4	0	-11
29	-2	1	0	-3
30	10	1	0	5

Other results follow.
item	SMILES	PAFAH2 inh	PAD4 inh	GSTO1 counter	PAFAH1B3 inh	LYPLA2 counter
31	CCOC(=O)c1c(NC(=O)C2(C)Cc3ccccc3C(=O)O2)sc2c1CCCC2 (stereo not drawn)	-7	1	7	-4	-17
32	CC(C)OC(=O)CC1C(=O)NCCN1C(=S)NC(=O)c1ccccc1Cl (stereo not drawn)	-7	-1	5	2	1
33	CCCOc1cccc(C2C(C(=O)c3ccco3)=C(O)C(=O)N2CCN(CC)CC)c1 (stereo not drawn)	-7	-1	-6	2	2
34	Cc1ccc2c(c1)c1c(n2CC(O)CN2CCCCC2C)CCCC1 (stereo not drawn)	-6	-2	5	7	-1
35	Cc1c(C(=O)N2CCN(c3ccccc3)CC2)sc2nc3n(c(=O)c12)CCC3	1	-4	0	5	5
36	O=C(CSC1=NCCS1)Nc1ccc(F)cc1	.	-1	-11	.	-3
37	CN1CCN(c2ccc(NC(=O)c3ccc(Oc4ccccc4)cc3)cc2)CC1	0	-4	-2	0	10
38	CCOC(=O)N1CCN(c2nc(-c3ccc(OC)cc3)no2)CC1	8	-3	-2	3	4
39	CCn1nc(C(=O)OC(C(=O)c2c[nH]c3ccccc23)c2ccccc2)c2ccccc2c1=O (stereo not drawn)	-59	-1	-13	-49	-77
40	COC(=O)c1c(NC(=O)c2ccoc2C)sc(C)c1C	0	-1	2	-2	-3
41	COCCn1cnc2c1c(=O)n(Cc1ccccc1C#N)c(=O)n2Cc1ccccc1	1	1	-1	-4	3
42	COc1ccc(S(=O)(=O)N(CC(=O)O)Cc2ccccc2)cc1OC	-6	1	-2	-3	1
43	CCCCSc1nnc(CSc2nc3nc(C)cc(C)n3n2)o1	6	5	8	2	0
44	CCCC(C(=O)Nc1ccc(S(=O)(=O)Nc2ncccn2)cc1)c1ccccc1 (stereo not drawn)	-3	4	-2	-6	2
45	Cc1sc2ncnc(SCC(=O)NC(C)(C)C)c2c1C	-5	0	-1	-6	-4

item	PREPL inh	LYPLA1 inh	EBNA-1 inh	ZTA DNA inh
31	5	-9	4	-3
32	-6	1	6	-4
33	-3	-2	-2	-5
34	35	1	-3	-1
35	-12	2	5	2
36	0	-2	-7	-1
37	19	0	0	-9
38	1	-2	-1	-7
39	4	-37	-5	-19
40	0	5	-1	8
41	-1	-2	3	8
42	6	-3	-4	4
43	14	0	-3	1
44	-24	-1	2	4
45	7	2	4	11

Following part:
item	SMILES	PAFAH2 inh	PAD4 inh	GSTO1 counter	PAFAH1B3 inh	LYPLA2 counter
46	O=C(N/N=C/c1ccccn1)c1ccc([N+](=O)[O-])cc1Cl	1	1	6	2	0
47	CCCc1cc(C(=O)Nc2ccc(C(=O)c3ccccc3)cc2)n(C)n1	-11	4	0	5	-7
48	O=C(O)c1ccccc1SCc1cn2cc(Cl)ccc2n1	6	-1	-1	9	32*
49	O=C(C1CCN(S(=O)(=O)Cc2ccccc2)CC1)N1CCN(c2ncccn2)CC1	5	0	5	0	6
50	CCN1C(=O)[C@H]2[C@@H](c3ccc(-c4cccc(Cl)c4)cc3)N[C@@](Cc3ccccc3)(C(=O)OC)[C@H]2C1=O	-3	1	-3	3	-4
51	O=C(Nc1ccccc1C(=O)N1CCCC1)c1cccc(S(=O)(=O)N2CCCCCC2)c1	-6	-4	-7	0	4
52	COc1cc(C(=O)Nc2ccc3c(c2)nc(C)n3C)cc(OC)c1OC	2	-3	-4	7	0
53	O=C1CC2(CCN(C(=O)c3cccc(F)c3)CC2)Oc2ccccc21	4	-3	-3	-5	-1
54	N#CCCN1CCN(S(=O)(=O)c2ccc3c(c2)CCC3)CC1	-2	2	.	5	7
55	COc1cccc(C(=O)NNC2OC(CO)C(O)C2O)c1 (stereo not drawn)	-1	-5	3	3	-1
56	COc1ccc(C(=O)OCC(=O)NC(C)CCc2ccccc2)c(OC)c1 (stereo not drawn)	49*	2	2	12	2
57	CCn1nc(C(=O)OCC(=O)c2ccc(F)cc2)c2ccccc2c1=O	-6	-1	9	1	5
58	CC(C)c1ccc(S(=O)(=O)N2CCN(C(=O)c3ccc(N4CCCC4)c([N+](=O)[O-])c3)CC2)cc1	-2	2	-4	0	3
59	O=C(c1cccs1)N(Cc1ccco1)Cc1cc2ccccc2[nH]c1=O	-7	3	-7	1	-2

item	PREPL inh	LYPLA1 inh	EBNA-1 inh	ZTA DNA inh
46	4	-3	-7	-6
47	13	-6	-5	-14
48	-10	2	-5	-16
49	3	2	9	-9
50	2	-3	0	-9
51	1	1	-3	-6
52	1	-2	-4	12
53	22	4	13	1
54	-1	1	.	10
55	-9	0	11	8
56	-6	-3	-5	-5
57	8	4	0	4
58	19	-5	-2	8
59	-8	-4	10	9
